RXFP1 antag = blocks the human relaxin receptor RXFP1. activity change, negative = inhibition, % at 57.5 µM. Q9HBX9. 350,000 tested, 0.59% active. AID 1259400. HEK293-RXFP1, relaxin-stimulated cAMP HTRF, 30 min; active compounds read low;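 active means activity change of -60% or lower, but not beyond a set lower limit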; further: on the % scale 0 is the no-effect control and ±100 the full control effect
D1 antagonist = blocks dopamine activation of the human D1 receptor. HEK293 TREx D1 cells, calcium flux, dopamine EC80; active compounds read low. activity change, negative = inhibition, % at 10 µM. 360,000 tested, 3.2% active. AID 504652; in the data active means activity change below about -30%; further: on the % scale 0 is the no-effect control and ±100 the full control effect
Target sequence (P21728 whole entry, looked up): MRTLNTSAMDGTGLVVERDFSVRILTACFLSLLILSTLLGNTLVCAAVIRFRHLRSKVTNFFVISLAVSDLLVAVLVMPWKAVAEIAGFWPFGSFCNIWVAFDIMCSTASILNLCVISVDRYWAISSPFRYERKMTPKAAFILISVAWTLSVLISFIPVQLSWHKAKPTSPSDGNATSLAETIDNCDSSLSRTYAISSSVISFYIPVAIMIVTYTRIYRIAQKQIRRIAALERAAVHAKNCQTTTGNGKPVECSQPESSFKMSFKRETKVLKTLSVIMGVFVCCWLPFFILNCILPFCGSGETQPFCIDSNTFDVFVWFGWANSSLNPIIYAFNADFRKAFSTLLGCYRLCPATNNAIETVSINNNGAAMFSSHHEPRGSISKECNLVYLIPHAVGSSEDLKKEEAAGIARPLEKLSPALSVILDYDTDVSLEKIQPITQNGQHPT
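Using tetracycline-induced force-coupled D1 Hek293 cells and a calcium dye, signals were followed for 180 s after compound, then for 180 s after EC80 dopamine, to detect inhibitors.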
D2 potentiator = positive allosteric modulators of human D2 dopamine receptor; P14416; HEK293 T-REx D2, calcium flux, EC20 dopamine potentiation; potentiation, % at 10 µM; 340,000 tested, 0.34% active; AID 485347;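 active means potentiation over 3 SD above the plate norm, cut at about 30% in these data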; further: 0% is about no effect
Target sequence (P14416 whole entry, looked up): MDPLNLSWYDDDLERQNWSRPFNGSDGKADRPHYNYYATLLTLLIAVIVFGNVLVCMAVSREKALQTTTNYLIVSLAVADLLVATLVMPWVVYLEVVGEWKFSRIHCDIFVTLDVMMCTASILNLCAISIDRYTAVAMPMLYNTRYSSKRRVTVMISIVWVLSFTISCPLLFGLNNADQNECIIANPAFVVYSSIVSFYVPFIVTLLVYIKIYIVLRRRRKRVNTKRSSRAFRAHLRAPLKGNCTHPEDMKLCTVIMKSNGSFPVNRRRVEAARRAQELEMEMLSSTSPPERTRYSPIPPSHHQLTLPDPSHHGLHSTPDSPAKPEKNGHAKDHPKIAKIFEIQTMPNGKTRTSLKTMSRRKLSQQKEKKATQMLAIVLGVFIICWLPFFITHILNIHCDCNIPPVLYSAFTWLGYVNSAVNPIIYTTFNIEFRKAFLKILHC
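Using a no-wash calcium dye in inducible, force-coupled HEK293 Trex cells expressing D2, we tracked fluorescence each second for 180 s after compound, then for 180 s after EC20 dopamine to detect augmented signalling.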
TRHR agonist = activates the human TRH receptor | TRHR cells, calcium flux fluo-8, FDSS agonist mode | activation, % at 2 µM | 360,000 tested, 0.18% active | AID 493084; further: 0% is about no effect
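TRHR-expressing cells loaded with fluo-8 calcium dye; 23 nL library compound pin-transferred, kinetic FDSS fluorescence (Ex 480/Em 530) recorded about 180 s for agonist-induced calcium release, before a 10 nM TRH EC20 addition for potentiator mode.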
TRHR enhancer = TRH receptor (human) allosteric enhancement; TRHR cells, fluo-8 calcium fluorescence, EC20 TRH enhancement; AID 493056; P34981; enhancement, % at 2 µM; 360,000 tested, 0.66% active; in the data active means enhancement above about 30%; further: 0% is about no effect
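Enhancer read-out: after compound pinning and an initial kinetic agonist-mode read, an EC20 of TRH (10 nM final) was injected and fluo-8 calcium signal (Ex 480/Em 530) followed at 1 s/cycle for 100 cycles in TRHR-expressing cells.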
D2 agonist = agonists of human D2 dopamine receptor | activation, % at 2 µM | P14416 | 340,000 tested, 0.53% active | AID 485358 | HEK293 T-REx D2 cells, calcium flux agonist mode;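 active means activation over 3 SD above normal in the single-dose calcium agonist read, cut at about 30% in these data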; further: 0% is about no effect
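Agonism is scored from calcium flux in a force-coupled, inducible HEK293 cell line expressing D2, read kinetically for 180 s after compound addition against dopamine controls.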
D2 antag = antagonists of human D2 dopamine receptor. AID 485344. 340,000 tested, 2% active. P14416. inhibition, % at 10 µM. HEK293 TREx D2 cells, calcium flux, dopamine EC80; in the data active means inhibition above about 30%; further: 0% is about no effect
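Read-out: kinetic calcium fluorescence (1 cycle/s) in inducible HEK293 T-REx D2 cells after an EC80 dopamine addition that followed 180 s compound preincubation. Loss of the dopamine response indicates antagonism.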
D1 PAM = human D1 dopamine receptor positive modulation. P21728. HEK293 TREx D1 cells, calcium flux, dopamine EC20 potentiation. potentiation, % at 10 µM. 360,000 tested, 0.036% active; in the data active means potentiation above about 30%; further: 0% is about no effect
D1 ag = activates the human D1 dopamine receptor. 360,000 tested, 1% active. P21728. HEK293 T-REx D1 cells, calcium flux, agonist mode. activation, % at 2 µM. AID 504660; further: 0% is about no effect
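Inducible HEK293 T-REx D1 cells, force-coupled to calcium signalling, were plated at 4000 cells/well with tetracycline and held overnight at 30 C. After no-wash calcium dye loading, compound-evoked calcium rise over 180 s flagged agonists.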
Numbers without * were called inactive. Unless noted, no stated cut-off is given here; in the data, active means activation above about 30%; inactive means the rest.

COc1ccc2c3c([nH]c2c1)C1CC2C(CC(O)C(OC)C2C(=O)O)CN1CC3 (configuration not stated) was read as D1 antagonist 9.1, D2 potentiator -8.2, TRHR agonist 1.1, TRHR enhancer -7.1, D2 agonist 0.1, D2 antag -30.4, D1 PAM -2.1 and D1 ag 0.5.
For CN1CCN(C(=S)c2ccc(OCC(=O)Nc3cccc(C(F)(F)F)c3)cc2)CC1 the results were RXFP1 antag 11.8, D1 antagonist -11.5, D2 potentiator -2.3, TRHR agonist -0.2, TRHR enhancer -3.8, D2 agonist -1.0, D2 antag -3.9, D1 PAM -7.2 and D1 ag 13.8.
`COc1cccc(/C=N\NC(=O)Cn2nnc3ccccc32)c1O` gave RXFP1 antag -9.1, D1 antagonist -4.8, D2 potentiator -7.1, TRHR agonist 1.2, TRHR enhancer -0.8, D2 agonist 1.3, D2 antag 15.1, D1 PAM -0.9 and D1 ag 1.5.
c1ccc(-c2nc3c4ccccc4ccn3c2CN2CCOCC2)cc1 was read as RXFP1 antag -1.0, D1 antagonist -7.0, D2 potentiator 4.5, TRHR agonist -1.1, TRHR enhancer 1.8, D2 agonist -1.4, D2 antag -8.9, D1 PAM -3.6 and D1 ag 1.4.
O=C(COc1ncnc2ccccc12)NCc1ccco1 was read as RXFP1 antag 0.9, D1 antagonist -17.0, D2 potentiator 9.5, TRHR agonist 0.0, TRHR enhancer 2.4, D2 agonist -0.1, D2 antag -11.5, D1 PAM 2.0 and D1 ag 4.0.
`CCN(CC(=O)Nc1ccccc1C(F)(F)F)C(=O)c1cccc(N2C(=O)CCC2=O)c1` gave RXFP1 antag -5.8, D1 antagonist 7.9, D2 potentiator -0.6, TRHR agonist 0.4, TRHR enhancer 11.6, D2 agonist -0.3, D2 antag -16.5, D1 PAM 1.5 and D1 ag 1.8.
For CCCNC(=O)CN1C(=O)COc2ccc(S(=O)(=O)N3CCC(C)CC3)cc21 the results were D1 antagonist 21.8, D2 potentiator 28.3, TRHR agonist -1.3, TRHR enhancer 3.6, D2 agonist -0.9, D1 PAM 3.6 and D1 ag 2.7.
For CC(=O)Nc1ccc(NC(=O)CSc2nnc(C)c(=O)n2N)cc1 the results were RXFP1 antag -0.2, D1 antagonist 2.8, D2 potentiator 8.3, TRHR agonist 0.5, TRHR enhancer 4.2, D2 agonist 0.6, D2 antag -5.2, D1 PAM -3.6 and D1 ag 2.8.
Screening C[C@H](NC(=O)c1nc[nH]c1C(=O)N[C@@H](C)C(=O)OC(C)(C)C)C(=O)OC(C)(C)C returned D1 antagonist -89.3*, D2 potentiator 6.4, TRHR agonist 0.0, TRHR enhancer -3.1, D2 agonist 0.0, D2 antag 20.9, D1 PAM -4.3 and D1 ag 6.3.
For C=C(c1ccccc1C)[n+]1ccccc1 the results were RXFP1 antag -0.1, D1 antagonist 4.6, D2 potentiator -8.2, TRHR agonist 0.2, TRHR enhancer -6.4, D2 agonist 0.1, D2 antag 14.3, D1 PAM -9.2 and D1 ag 0.3.
COc1ccc(NC(=O)[C@@H](NC(=O)N2C[C@H]3C[C@@H](C2)c2cccc(=O)n2C3)C(C)C)cc1OC was read as D1 antagonist 1.8, D2 potentiator 9.6, TRHR agonist 0.6, TRHR enhancer 3.3, D2 agonist 0.5, D2 antag 3.1, D1 PAM 1.9 and D1 ag 0.5.
For CCOC(=O)c1ccc(NC(=S)N(CCN(C)C)C(C)c2ccncc2)cc1 (configuration not stated) the results were RXFP1 antag 10.4, D1 antagonist 11.5, D2 potentiator -6.7, TRHR agonist -0.3, TRHR enhancer 11.7, D2 agonist 0.3, D2 antag -11.7, D1 PAM -4.7 and D1 ag 1.6.
Screening CC(Oc1cccc2cccnc12)C(=O)N/N=C/c1ccccc1 (configuration not stated) returned RXFP1 antag -7.0, D1 antagonist 8.5, D2 potentiator -22.4, TRHR agonist -0.5, TRHR enhancer 1.3, D2 agonist -0.7, D2 antag 29.0, D1 PAM -4.2 and D1 ag -0.5.
For COc1ccc(N2CCN(C(=O)c3ccc(Cn4nc(C)c([N+](=O)[O-])c4C)o3)CC2)cc1 the results were RXFP1 antag -10.6, D1 antagonist 3.7, D2 potentiator 9.8, TRHR agonist 0.1, TRHR enhancer 1.3, D2 agonist -0.5, D2 antag -4.9, D1 PAM -4.5 and D1 ag 5.6.
`COc1ccc(CCNC(=O)CSCc2ccc([N+](=O)[O-])cc2)cc1` gave RXFP1 antag -3.5, D1 antagonist 0.6, D2 potentiator -3.5, TRHR agonist -0.1, TRHR enhancer -0.7, D2 agonist -0.1, D2 antag 3.2, D1 PAM -3.4 and D1 ag 1.2.
`CCS(=O)(=O)c1ccc2c(c1)NC(=O)C(CCO)O2` (configuration not stated) gave RXFP1 antag -9.0, D1 antagonist -5.4, D2 potentiator -0.9, TRHR agonist 0.4, TRHR enhancer -4.7, D2 agonist -2.7, D2 antag -1.6, D1 PAM -1.0 and D1 ag 3.0.
COc1ccc2[nH]c(C)c(C(=O)CN(C)CC3OCCO3)c2c1 was read as RXFP1 antag -5.1, D1 antagonist 6.4, D2 potentiator 7.8, TRHR agonist -0.9, TRHR enhancer 7.6, D2 agonist 0.3, D2 antag 2.4, D1 PAM 0.4 and D1 ag 2.0.
`COc1cc(CC(NC(C)=O)C(=O)NC2CCN(C(=O)c3ccc(C)cc3)CC2)cc(OC)c1` (configuration not stated) gave RXFP1 antag 7.5, D1 antagonist -3.8, D2 potentiator -0.5, TRHR agonist 0.5, TRHR enhancer -2.4, D2 agonist 0.2, D2 antag -14.9, D1 PAM -2.6 and D1 ag 0.9.
`Cc1ccc(-n2ncc(C(=O)NCCN3CCc4ccccc4C3)c2C2CCN(C(=O)OC(C)(C)C)CC2)c(C)c1` gave RXFP1 antag -27.1, D1 antagonist 65.6, D2 potentiator -17.2, TRHR agonist -0.3, TRHR enhancer 5.1, D1 PAM 5.2 and D1 ag 1.1.
`Cc1ccc(F)cc1S(=O)(=O)Nc1cccc(C(=O)N2CCCC(C(N)=O)C2)c1` (configuration not stated) gave RXFP1 antag 2.1, D1 antagonist -1.8, D2 potentiator 7.7, TRHR agonist 0.3, TRHR enhancer 2.3, D2 agonist 1.0, D2 antag -32.0 and D1 ag -0.3.

Some of these compounds in order of length of the SMILES, ascending:
O=C(COc1ncnc2ccccc12)NCc1ccco1 was read as RXFP1 antag 0.9, D1 antagonist -17.0, D2 potentiator 9.5, TRHR agonist 0.0, TRHR enhancer 2.4, D2 agonist -0.1, D2 antag -11.5, D1 PAM 2.0 and D1 ag 4.0.
`CCN(CC(=O)Nc1ccccc1C(F)(F)F)C(=O)c1cccc(N2C(=O)CCC2=O)c1` gave RXFP1 antag -5.8, D1 antagonist 7.9, D2 potentiator -0.6, TRHR agonist 0.4, TRHR enhancer 11.6, D2 agonist -0.3, D2 antag -16.5, D1 PAM 1.5 and D1 ag 1.8.
`COc1cc(CC(NC(C)=O)C(=O)NC2CCN(C(=O)c3ccc(C)cc3)CC2)cc(OC)c1` (configuration not stated) gave RXFP1 antag 7.5, D1 antagonist -3.8, D2 potentiator -0.5, TRHR agonist 0.5, TRHR enhancer -2.4, D2 agonist 0.2, D2 antag -14.9, D1 PAM -2.6 and D1 ag 0.9.
COc1ccc(NC(=O)[C@@H](NC(=O)N2C[C@H]3C[C@@H](C2)c2cccc(=O)n2C3)C(C)C)cc1OC was read as D1 antagonist 1.8, D2 potentiator 9.6, TRHR agonist 0.6, TRHR enhancer 3.3, D2 agonist 0.5, D2 antag 3.1, D1 PAM 1.9 and D1 ag 0.5.

Next entries.
For Cc1ccc(N2CCN(C(=O)NCc3noc4ccccc34)CC2C)cc1 (configuration not stated) the results were RXFP1 antag -25.1, D1 antagonist 2.6, D2 potentiator -13.8, TRHR agonist 0.4, TRHR enhancer 3.7, D2 agonist 0.3, D1 PAM -6.9 and D1 ag 2.6.
Cc1ccc(S(=O)(=O)N(C)C)cc1NC(=O)COC(=O)c1c(-c2ccccc2)noc1C was read as RXFP1 antag -3.7, D1 antagonist -4.4, TRHR agonist 0.0, TRHR enhancer -3.3, D1 PAM -9.8 and D1 ag 4.9.
For COc1cc(NC(=O)COC(=O)C2CC2)c(C)cc1[N+](=O)[O-] the results were RXFP1 antag 5.2, D1 antagonist 6.8, D2 potentiator 4.1, TRHR agonist 0.3, TRHR enhancer -5.2, D2 agonist -0.1, D2 antag 0.7, D1 PAM -4.6 and D1 ag 4.1.
Screening Cc1ccc(-c2nc(CS(=O)CC(=O)N3CCN(c4cccc(Cl)c4)CC3)c(C)o2)cc1 (configuration not stated) returned RXFP1 antag -5.5, D1 antagonist -24.3, D2 potentiator 6.5, TRHR agonist -0.6, TRHR enhancer -0.7, D2 agonist 0.0, D1 PAM -0.1 and D1 ag 24.8.
Screening CC1Cc2ccccc2N1C(=O)C1CCCCN1S(=O)(=O)c1ccccc1 (configuration not stated) returned RXFP1 antag -1.3, D1 antagonist 6.1, D2 potentiator -7.4, TRHR agonist -0.5, TRHR enhancer -6.8, D2 agonist 1.0, D2 antag 16.7, D1 PAM -8.9 and D1 ag 0.9.
For CCC(Sc1ccc2nnc(-c3cccnc3)n2n1)C(=O)O (configuration not stated) the results were D1 antagonist -11.2, D2 potentiator -27.6, TRHR agonist 0.9, TRHR enhancer -10.5, D2 agonist 0.0, D2 antag 13.2, D1 PAM -10.7 and D1 ag -0.2.
For O=C(Nc1cccc(Cl)c1)c1ccc(NCCCN2CCOCC2)c([N+](=O)[O-])c1 the results were RXFP1 antag 16.6, D1 antagonist 5.4, D2 potentiator 3.4, TRHR agonist -0.8, TRHR enhancer -4.7, D2 agonist -1.9, D2 antag -10.4, D1 PAM -2.2 and D1 ag 0.0.
Screening Cc1cc(C)n(-c2ccc(C(=O)OCC(=O)Nc3cc(Cl)ccc3[N+](=O)[O-])cc2)n1 returned RXFP1 antag 17.0, D1 antagonist -4.5, D2 potentiator 6.3, TRHR agonist 0.1, TRHR enhancer -0.4, D2 agonist 0.7, D2 antag 1.0, D1 PAM -2.8 and D1 ag 1.5.
Cc1ccccc1OCc1nc(-c2ccc(Br)o2)no1 was read as D1 antagonist 0.2, D2 potentiator 13.2, TRHR agonist 0.1, TRHR enhancer 5.9, D2 agonist -0.6, D2 antag -9.3, D1 PAM -5.7 and D1 ag 2.6.
`C/C(=N\NC(=O)c1nnn(-c2nonc2N)c1C(C)C)c1ccc2ccccc2c1` gave RXFP1 antag 9.2, D1 antagonist -18.5, D2 potentiator 9.7, TRHR agonist -0.3, TRHR enhancer -7.6, D2 antag -3.6, D1 PAM 5.3 and D1 ag 5.9.
`COc1ccc(-n2ccc3ccccc32)cc1` gave RXFP1 antag -15.7, D1 antagonist 5.5, TRHR agonist 0.0, TRHR enhancer 12.0, D1 PAM -6.8 and D1 ag 5.8.
Cc1c(NC(=O)COC(=O)/C=C/c2cccc(Cl)c2)c(=O)n(-c2ccccc2)n1C was read as RXFP1 antag 15.2, D1 antagonist 0.9, D2 potentiator -0.1, TRHR agonist -0.9, TRHR enhancer -6.2, D2 agonist -1.0, D2 antag 14.4, D1 PAM -4.2 and D1 ag -0.4.
O=C(Nc1ccc(F)cc1F)c1cc(-c2ccc(Cl)cc2)on1 was read as D1 antagonist -3.5, D2 potentiator -7.3, TRHR agonist 2.1, TRHR enhancer 12.7, D2 agonist 0.2, D1 PAM 0.8 and D1 ag 0.4.

Bioassay records from PubChem BioAssay.
